CAL PDZ FP-1 – inhibitors of human CAL PDZ peptide binding; Q9HD26; purified CAL PDZ, TMR-peptide fluorescence polarization, 1 h; inhibition, % at 24.9 µM; 300,000 tested, 0.92% active; AID 602252;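 active means mean inhibition of at least 30% with at least half of replicates also reaching 30%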;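 further: 0% = DMSO neutral control and 100% = excess unlabeled competitor peptide PRC23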
CDK5 p35 inh – inhibitors of human CDK5/p35 kinase | Q00535+Q15078 | Recombinant CDK5/p35, ADP-Glo luminescence, 60 min | inhibition, % at 10 µM | 330,000 tested, 0.01% active | AID 488839;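 active means highest replicate inhibition of at least 50% and at least 75% of replicates reaching 50%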;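 further: plate controls were DMSO neutral control for no effect and GW8510 at 10 µM for full effect; many of its hits are not listed in these tables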
Tat transport – E. coli Tat transport inhibition. E. coli MC4100 TorA-mCherry Tat export, fluorescence. inhibition, % at 10 µM. 340,000 tested, 0.036% active;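 active means mean replicate inhibition at least 50% and at least half of replicates individually reaching 50%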;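 further: exported cargo escapes ClpAP degradation while cytoplasmic cargo is degraded and loses fluorescence; 0% = median of neutral control wells and 100% = median of NaSCN control wells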
MITF TRPM1 HTS – activators of MITF-driven TRPM1 promoter activity in SK-MEL-5 cells; activation, % at 12.5 µM; 300,000 tested, 0.75% active; SK-MEL-5 TRPM1-promoter luciferase, 24 h; % of positive control, neutral wells = 0; AID 588334;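 active means mean activation of at least 80% with every replicate also reaching 80%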;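 further: 0% = neutral control wells and 100% = parthenolide positive control wells; values of inactives mirror those of a sister screen read the other way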
Wnt act – activators of Wnt/beta-catenin signaling. Wnt/beta-catenin reporter cell assay, activator, plate reader. activation, % at 9.35 µM. 300,000 tested, 1.2% active; in the data active means activation above about 30%, passing the limit was not always enough;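 further: 0% = neutral control wells and 100% = positive control wells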
Rtt109 Vps75 – C. albicans Rtt109 histone acetyltransferase inhibition; Q5AAJ8; purified Rtt109/Vps75, ThioGlo CoA-SH fluorescence, 4 h; inhibition, % at 34.9 µM; 330,000 tested, 0.16% active;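 active means inhibition of at least 50% in every replicate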
Target sequence (Q5AAJ8 whole entry, looked up): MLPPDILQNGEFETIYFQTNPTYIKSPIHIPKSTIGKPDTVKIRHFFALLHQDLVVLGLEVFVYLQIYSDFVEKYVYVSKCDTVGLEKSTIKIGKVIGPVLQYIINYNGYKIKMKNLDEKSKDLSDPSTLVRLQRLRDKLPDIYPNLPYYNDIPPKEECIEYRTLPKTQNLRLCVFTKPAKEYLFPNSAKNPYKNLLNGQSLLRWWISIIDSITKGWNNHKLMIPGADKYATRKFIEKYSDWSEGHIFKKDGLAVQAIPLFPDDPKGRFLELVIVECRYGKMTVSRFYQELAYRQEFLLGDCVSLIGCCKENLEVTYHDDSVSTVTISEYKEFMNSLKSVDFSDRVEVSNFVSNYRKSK
V-ATPase pH – alters yeast V-ATPase proton transport; S. cerevisiae, pHLuorin cytosolic pH fluorescence; response, % at 10 µM; 350,000 tested, 0.37% active; in the data active means response mostly above about 7.3%, no sharp cut-off; inactive means mostly below about 5.4%; further: actives read high; inactives centre near 0; some compounds called inactive have numbers as strong as hits
CAL PDZ FP-2 – blocks peptide binding to human CAL PDZ domain | purified CAL PDZ, TMR-peptide fluorescence polarization, 1 h | inhibition, % at 20 µM | 330,000 tested, 0.02% active | AID 504414;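 active means highest replicate inhibition of at least 40%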;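 further: plate controls were DMSO neutral control wells for no effect and unlabeled competitor peptide control wells for full effect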
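Material – purified CerCALP PDZ construct · Detection – FP readout, S and P plane fluorescence · Measure – percent inhibition from loss of millipolarization · Controls – unlabelled peptide for full inhibition, DMSO wells as neutral · Probe or stimulus – TMR-labelled reporter peptide T*-PRC34 bound in PDZ groove · Times – 1 h at RT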
dFosB act – mouse delta FosB homodimer activation | activation, % at 25 µM | purified delta FosB, TAMRA-CDK5 oligo fluorescence polarization; percent of positive-control signal above neutral wells | AID 493131 | 340,000 tested, 0.99% active;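 active means mean activation above about 17%, with every replicate also reaching it, limit read from the data, passing the limit was not always enough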;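 further: fluorescence polarization rise as delta FosB binds a TAMRA Cdk5 AP-1 oligo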
Target sequence (P13346 whole entry, looked up): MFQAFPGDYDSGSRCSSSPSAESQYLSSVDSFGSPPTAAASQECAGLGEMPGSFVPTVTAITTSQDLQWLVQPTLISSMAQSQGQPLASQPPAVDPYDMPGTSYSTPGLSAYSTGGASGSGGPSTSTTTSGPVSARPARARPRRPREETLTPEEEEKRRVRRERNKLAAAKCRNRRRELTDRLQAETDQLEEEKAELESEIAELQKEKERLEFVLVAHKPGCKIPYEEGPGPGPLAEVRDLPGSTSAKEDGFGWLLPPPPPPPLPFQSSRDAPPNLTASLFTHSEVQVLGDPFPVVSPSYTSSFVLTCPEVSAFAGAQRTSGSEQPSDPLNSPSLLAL
cardiac RTF act – increases calcium sensitivity of human cardiac regulated thin filaments; P19429+P45379; IANBD-labeled TnC RTF fluorescence at EC20 calcium; 0% EC20 calcium, 100% full calcium; activation, % at 7.2 µM; 340,000 tested, 0.24% active; AID 493008;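 active means activation above the mean over all tested compounds plus 3 SD, cut at about 30% in these data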;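 further: rise in fluorescence read as greater calcium sensitivity of cardiac thin filaments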
The depositor's hits bear a star; . = not tested or not shown.

mol	V-ATPase pH	CAL PDZ FP-2	Tat transport	Wnt act	dFosB act	Rtt109 Vps75	MITF TRPM1 HTS	CAL PDZ FP-1	CDK5 p35 inh	cardiac RTF act
CCOc1ccc(NC(=S)Nc2cc(OC)c(Cl)cc2OC)cc1	-3	-1.2	-4	.	-6	10	-12	1	-1.1	-6
O=C(c1noc2c1CCc1ccccc1-2)N1CCCc2ccccc21	0	.	7	.	-2	-6	23	-2	-0.1	8
O=S(=O)(c1ccccc1)N1CC=C(c2ccccc2)CC1	7	0.2	-5	-2	9	1	4	-1	-0.7	1
COc1ccc(C(=O)NCc2cc3ccccc3n2C)cc1	0	.	3	6	0	-2	33	-6	-0.6	-7
Cc1cc(C2C(=O)CC(=O)CC2c2ccccc2)on1 (stereo unspecified)	0	-0.6	-3	-1	-5	-10	.	.	-0.6	-2
COc1ccc(CCn2c(C)nc3c(c(=O)c4ccccc4n3C)c2=O)cc1	3	-40	-4	-7	-33	3	-8	.	-0.7	5
O=C(N/N=C/c1ccc(Br)cc1)c1ccc(NC(=O)c2ccccc2)cc1	1	0.5	-1	1	5	0	2	3	0.7	4
C/C(Cn1nc([N+](=O)[O-])cc1C)=N\NC(=O)c1cccc(Br)c1	0	-0.1	-15	0	-3	4	.	0	0.2	-4
COc1cc(CN(C2CC2)S(=O)(=O)c2ccccc2Br)cc(OC)c1	0	0.6	-2	-1	-1	1	2	-5	-0.2	-6
COCCN1Cc2cccc(C(=O)Nc3cccc(-c4nc5ccccc5[nH]4)c3)c2C1=O	1	-12	7	13	-3	-5	29	1	-0.7	6
Cc1ccc(NC(=O)C2CCCN(C(=O)NCc3ccccc3)C2)c(C)c1 (stereo unspecified)	5	0.2	-4	0	4	2	-6	-2	0.6	-2
CC[C@]12c3[nH]c4ccc(OC)cc4c3CCN1C(=O)C(CC(=O)NC(C)(C)C)C[C@@H]2C(=O)N1CCN(C(=O)c2ccco2)CC1 (stereo partly specified)	-2	1.1	-4	1	4	-4	0	-2	0.1	-5
COc1cccc(/C=C/C(=O)OCC(=O)N2CCCc3ccccc32)c1	-1	-1.4	5	-2	-8	2	-4	-3	1.4	4
C/C(=N\NC(=O)C1CCCN(S(=O)(=O)c2ccccc2)C1)c1ccccn1 (stereo unspecified)	1	-1.5	4	.	-5	-26	-49	-2	0.8	0
N=C1/C(=C\c2ccc(OC(=O)c3ccc(F)cc3)cc2)C(=O)N=C2SC(N3CCOCC3)=NN12	2	-0.6	3	4	-9	-1	7	6	0.7	-4
Cc1ccccc1CC1(CO)CCCN(C(=O)CCC(=O)c2ccccc2)C1 (stereo unspecified)	-1	-1.2	9	8	-7	.	23	-5	-0.6	-2
O=C(N/N=C/c1cccnc1)C1CCCCC1	1	0.0	-6	-1	6	11	-7	-5	-0.9	7
CN1CCN(C2=CC(=O)OC23CCCCC3)CC1	-2	-2.2	-8	.	-8	2	-3	-5	0.1	-6
COc1cccc(C(C(=O)NC(C)(C)C)N(C(=O)CCC(=O)Nc2cc(C)on2)C(C)C)c1OC (stereo unspecified)	-1	-3.7	6	.	-3	-1	.	-3	1.8	-3
CCOc1ccc(NC(=O)CSc2nc(=O)n(Cc3ccccn3)c3c2CCC3)cc1	-1	-0.8	7	1	-4	-5	-5	-1	-0.9	5
C/C(=N\N1C(=O)c2ccccc2NC1c1ccco1)c1ccccc1O (stereo unspecified)	-2	-2.3	-14	11	-3	1	3	-1	-2.6	1
O=C(Cc1ccc(NC(=O)C2CCCN(C(=O)C3CCCC3)C2)cc1)Nc1cccc(C(=O)N2CCCCC2)c1 (stereo unspecified)	4	-1.6	-1	0	2	-6	-5	0	-2.3	-5
CN1C(=O)c2oc3ccccc3c(=O)c2C1c1ccncc1 (stereo unspecified)	1	-1.2	-3	.	2	-1	3	-2	-2.4	0
CC(=O)c1c(C)[nH]c(C(=O)CN(C)CC(=O)Nc2ccccc2Cl)c1C	-5	-1.2	7	-2	-6	3	2	6	-0.9	11
O=C1NC(=O)N2CCSC2(Cc2ccccc2)N1 (stereo unspecified)	0	-0.6	-1	1	-6	0	-3	0	-6.0	0
CCCCCCOc1ccc(N2C(=O)CC(N3CCN(CCN=CC4C(=O)CC(C)(C)CC4=O)CC3)C2=O)cc1 (stereo unspecified)	-2	-0.2	6	-2	-14	8	-2	2	-0.9	2
O=S(=O)(Cc1ccccc1)Nc1ccccc1	2	.	0	-1	-3	-1	1	-2	1.8	-6
COc1cc(/C=C2\SC(=S)N(Nc3ncc(C(F)(F)F)cc3Cl)C2=O)ccc1O	9	-5.2	3	0	5	20	-9	-11	4.0	6
O=C(NCc1ccccc1)NCC12CC3CC(CC(C3)C1)C2	4	0.0	7	0	-10	-5	3	-6	-2.4	3
COc1cccc(/C=N/NC(=O)c2cc3cc([N+](=O)[O-])ccc3s2)c1O	-2	-0.8	-4	-2	41*	-2	-76	.	0.3	-22
CC(=O)Nc1ccc2c(c1)C(=O)N(C1CCCCC1)C2=O	0	0.4	-1	.	2	-12	15	.	-1.2	-3
COc1ccc(NC(=S)N2CCN(c3ncccn3)CC2)cc1	3	-2.5	4	0	-1	-5	-3	1	1.1	1
CCN(CC(=O)NCc1cccs1)C(=O)c1ccc(S(=O)(=O)Nc2cccc(C)c2C)cc1	0	-1.5	-3	-2	-15	-3	-10	-1	0.4	3
CCc1nn(-c2ccccc2)c(=S)c2ccccc12	-1	-1.9	2	1	1	-1	-1	-5	-0.8	1
CC(=O)N1CCc2cc(S(=O)(=O)CCC(=O)N(C)Cc3ccco3)ccc21	3	-2.2	-5	1	-4	-4	-3	-4	1.3	3
CCN1C(=O)[C@@H]2[C@H](C1=O)[C@@H]1C(=O)Nc3ccccc3C(=O)N1[C@@H]2c1cccc(OC)c1	-3	-0.7	-1	-3	-5	-1	0	3	-1.0	4
Cc1cc(C)n(-c2nc3c(c(=O)n(C)c(=O)n3C)n2CCO)n1	1	-0.1	-6	-1	8	7	3	2	-0.2	-2
CCSc1nnc(-c2cc(Br)ccc2NC(C)=O)c(=O)[nH]1	-4	-0.7	-1	7	-4	-13	-2	4	-1.5	3
Cc1cc(C)n2nc(C(=O)OCC(=O)N(C)Cc3ccccc3)nc2n1	-2	-0.1	-6	-1	-1	-21	-1	-4	-2.8	-6
COc1ccc(OC)c2c(C)cc(N3CCCCCC3)nc12	-1	-0.7	30	-3	9	-4	.	0	-2.7	-6

2 entries from above, with values under each structure.
Sequence of screens – V-ATPase pH	CAL PDZ FP-2	Tat transport	Wnt act	dFosB act	Rtt109 Vps75	MITF TRPM1 HTS	CAL PDZ FP-1	CDK5 p35 inh	cardiac RTF act
CCN1C(=O)[C@@H]2[C@H](C1=O)[C@@H]1C(=O)Nc3ccccc3C(=O)N1[C@@H]2c1cccc(OC)c1
  -3	-0.7	-1	-3	-5	-1	0	3	-1.0	4
Cc1cc(C)n2nc(C(=O)OCC(=O)N(C)Cc3ccccc3)nc2n1
  -2	-0.1	-6	-1	-1	-21	-1	-4	-2.8	-6

(next part)
mol	V-ATPase pH	CAL PDZ FP-2	Tat transport	Wnt act	dFosB act	Rtt109 Vps75	MITF TRPM1 HTS	CAL PDZ FP-1	CDK5 p35 inh	cardiac RTF act
COc1ccc(C)cc1NC(=O)NNC(=O)C(C)Oc1ccc([N+](=O)[O-])cc1 (stereo unspecified)	3	0.5	-5	-4	-4	-5	-6	.	1.1	-1
CCc1nnc(NC(=O)CSc2nnc(Cc3ccccc3)n2-c2ccc(OC)cc2)s1	1	-0.5	-4	.	-9	0	-4	10	-0.1	-1
CN1CCC(=O)N([C@H](CN=[N+]=[N-])c2ccccc2)CC1	3	-0.9	-7	3	-5	-10	-11	-1	0.4	-3
COc1ccc(OCC(=O)N(C)CC2COc3ccccc3O2)cc1 (stereo unspecified)	-1	-1.2	4	0	-6	1	.	8	-1.6	8
CCOC(=O)C1C(=O)OC(C)(C)C1C(C)C(=O)c1ccc(OC)cc1 (stereo unspecified)	-4	-1.9	-1	.	-5	6	.	1	-0.2	3
O=C(CCCn1c(=O)c2sccc2n(CC(=O)NCC2CCCO2)c1=O)NCc1ccco1 (stereo unspecified)	4	0.7	-4	-1	-3	9	-8	6	1.0	1
COc1cccc(NC(=O)CN2CCN(S(=O)(=O)c3ccc(F)cc3)CC2)c1	3	-1.0	3	-3	-3	4	-7	-5	1.6	-3
COc1ccc(CCNC(=O)c2ccc(OCC(=O)N3CCOCC3)c(OC)c2)cc1OC	-3	-2.3	-6	0	-1	0	-7	-5	1.5	-2
O=C1c2ccccc2C(=O)c2cc(N3CCCCC3)ccc21	-1	0.9	-26	-5	-6	-1	-43	-4	2.5	8
COC(=O)Nc1ccc(S(=O)(=O)n2cnc3ccccc32)cc1	-1	.	-12	-7	-3	2	-8	-5	0.7	5
Cc1ccc(C2(C)NC(=O)N(Cc3c(C)noc3C)C2=O)cc1 (stereo unspecified)	4	0.5	-3	.	-2	4	16	.	-0.5	8
O=C(Cc1c(C(=O)O)[nH]c2ccc(Cl)cc12)Nc1ccc2c(c1)OCCO2	1	-1.2	0	.	-6	2	15	-2	-0.4	4
COCCn1c(=NC(=O)C(C)(C)C)sc2cc([N+](=O)[O-])ccc21	2	-0.2	-1	3	-5	-3	-3	-1	-0.6	0
CC(Sc1nnc(C2CC2)n1C1CC1)C(=O)N(C)C1(C#N)CCCCC1 (stereo unspecified)	-3	-1.3	-9	2	0	3	-4	-1	-0.1	-3
COc1cccc(C(C(=O)NC2CCCCC2)N(C(=O)c2cccs2)c2ccc3c(c2)OCO3)c1 (stereo unspecified)	-9	-0.7	-10	-9	1	19	12	1	1.3	-6
O=C(Cc1cccc2ccccc12)NCCC1=CCCCC1	-2	-0.8	-2	.	1	-2	7	-3	-0.7	-7
COc1ccccc1N1CCN(/N=C/c2c(C)nn(-c3ccccc3)c2C)CC1	0	-0.4	-1	.	1	2	19	-7	-1.3	-4
CSc1nc2c(cc1C#N)C(=O)CC(C)(C)C2	1	-0.4	-5	0	-6	-1	2	2	0.6	-1
O=C(CCSc1ccccc1Cl)NNC(=O)c1ccncc1	2	-0.8	0	-2	-1	-2	6	.	0.0	-3
CC1S/C(=N/N=C/c2ccco2)NC1=O (stereo unspecified)	8	0.1	-10	1	-9	0	.	.	0.1	0
Cc1ccc(C(=O)NNC(=O)CCC(=O)Nc2cc(C)on2)cc1	0	-0.2	-1	.	3	-7	-3	-3	-1.3	5
Cc1ccc(CNC(=O)c2cc(-c3ccccc3C)n(CC3CC(c4cccc([N+](=O)[O-])c4)=NO3)n2)cc1 (stereo unspecified)	-5	-0.7	-1	-4	-2	-4	-8	-9	0.6	-5
Cc1cccc(NC(=O)CN2CCN(C(=O)c3ccc(-c4nc5ccccc5s4)o3)CC2)c1C	-5	-0.3	5	24	-33	11	54	.	-0.3	-17

Looked up above:
dFosB act with O=C(Cc1cccc2ccccc12)NCCC1=CCCCC1 : 1
cardiac RTF act with COCCn1c(=NC(=O)C(C)(C)C)sc2cc([N+](=O)[O-])ccc21 : 0
dFosB act with Cc1ccc(CNC(=O)c2cc(-c3ccccc3C)n(CC3CC(c4cccc([N+](=O)[O-])c4)=NO3)n2)cc1 (stereo unspecified) : -2
